Source: PubChem
ALDH1A1 inh: qHTS Assay for Inhibitors of Aldehyde Dehydrogenase 1 (ALDH1A1); Purified ALDH1A1, NADH fluorescence, propionaldehyde substrate; Potency, µM (top dose mostly 75.3 µM), for inactives: at the highest dose activity, negative = inhibition, hits mostly inhibitors; hit rate 7.3% among 220,000; active means well fitted inhibition curve with a large enough effect, not every such curve was filed as active; inconclusive means small, poorly fitted or top-dose-only effect, or another doubt; inactive means no such curve, though single readings can be large or run the other way;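 further: plate controls were no enzyme wells and a reference inhibitor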
Lamin A splicing: qHTS Assay for Modulators of Lamin A Splicing. Potency, µM (titrated, usually from 46.1 µM), for inactives: at the highest dose ratio change, negative = inhibition, hits mostly inhibitors. HeLa LMNA splicing GFP/RFP minigene ratio, 48 h. AID 1487, 2009. hit rate 0.01% among 200,000; active means well fitted inhibition curve with a large enough effect in the signal ratio, with a control signal flat, not every such curve was filed as active; inconclusive means small, poorly fitted or top-dose-only effect, or effect the other way, or a change in a side signal; the % refers to the signal ratio; further: on the % scale 0 is the no-effect control and ±100 the full control effect
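S3 HeLa stable clones carrying a lamin A-EGFP splicing minigene plus DsRed2 were seeded at 600 cells/well in Opti-MEM with 2% FBS, pin-dosed and incubated 48 h at 37°C. Acumen cytometry (488 nm) gave the GFP/RFP total-intensity ratio.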
TRb SRC2 PPI: qHTS for Inhibitors of the Interaction of Thyroid Hormone Receptor and Steroid Receptor Coregulator 2. Thyroid hormone receptor beta (Homo sapiens), P10828. AID 1469, 2008. Potency, µM (series often up to 106 µM), for the others: at the top dose activity change, negative = inhibition, actives largely listed as inhibitors. hit rate 0.065% among 280,000. TRbeta-SRC2 peptide binding, fluorescence polarization; receptor liganded with 1 µM T3;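 further: plate controls were bound peptide for no effect and peptide without receptor for full effect; nearly all actives have a fitted effect of over 50% in size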
Target sequence (P10828 whole entry, looked up): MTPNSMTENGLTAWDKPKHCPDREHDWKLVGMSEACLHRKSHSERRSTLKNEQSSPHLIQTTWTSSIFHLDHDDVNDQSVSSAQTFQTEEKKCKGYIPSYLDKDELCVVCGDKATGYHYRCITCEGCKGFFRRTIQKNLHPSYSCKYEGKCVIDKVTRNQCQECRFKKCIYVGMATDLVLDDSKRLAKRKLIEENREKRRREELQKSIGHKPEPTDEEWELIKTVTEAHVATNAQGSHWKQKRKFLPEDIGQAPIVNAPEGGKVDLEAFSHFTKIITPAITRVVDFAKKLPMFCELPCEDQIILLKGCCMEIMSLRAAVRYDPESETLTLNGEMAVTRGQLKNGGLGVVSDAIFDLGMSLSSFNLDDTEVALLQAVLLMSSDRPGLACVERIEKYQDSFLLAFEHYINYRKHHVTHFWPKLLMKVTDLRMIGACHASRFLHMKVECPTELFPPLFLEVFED
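Fluorescence polarization of 20 nM Texas Red SRC2 peptide with 0.6 uM human TRb ligand-binding domain, in Tris buffer with 1uM T3 and 5% DMSO. Incubated 5 hr ambient; normalized to unbound and bound controls.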
TR SRC2 fluor cs: Total Fluorescence Counterscreen for Inhibitors of the Interaction of Thyroid Hormone Receptor and Steroid Receptor Coregulator 2 | TRb/SRC2 Texas Red total fluorescence interference | Potency, µM (series often up to 106 µM), for the others: at the highest dose fluorescence change, negative = quenching | hit rate 0.29% among 280,000; active means well fitted curve in either direction with a large enough effect; inconclusive means small, poorly fitted or top-dose-only effect; further: on the % scale 0 is the no-effect control and ±100 the full control effect
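Flags fluorescent or light-absorbing compounds by total fluorescence, S + 2P, at 555 nm excitation and 632 nm emission. Mixture: 20 nM Texas Red SRC2 peptide, 0.6 uM human TRb LBD, 1 uM T3, 5% DMSO; compound exposure 5 h at ambient temperature.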
SMN2 splice enh: qHTS Assay for Enhancers of SMN2 Splice Variant Expression; HEK293 SMN2-luciferase splicing reporter, luminescence, 30-36 h; Potency, µM (top dose mostly 46.1 µM), for the others: at the highest dose activity change, positive = activation, actives largely listed as activators; hit rate 2.8% among 210,000; AID 1458, 2008; further: % of control where 0% means no effect; nearly all actives have a fitted effect of over 55% in size
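HEK293 cells carry an SMN2 […]–luciferase reporter in which exon 7 inclusion puts luciferase in frame. Cells were plated 10-12 h before compound addition, then incubated 30-36 h at 37C. ONE-Glo luminescence was read; sodium butyrate at 4.5 mM final served as control.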
RECQ1 helicase: qHTS Assay for Inhibitors of RecQ-Like Dna Helicase 1 (RECQ1). hit rate 0.54% among 240,000. RECQ1 DNA unwinding, red fluorescence kinetic read. Potency, µM (highest dose often 57.3 µM), for inactives: at the highest dose activity, negative = inhibition, most hits filed as inhibitors. ATP-dependent DNA helicase Q1 (Homo sapiens), P46063;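 further: plate controls were vehicle for no effect and no enzyme for full effect; nearly all actives have a fitted effect of over 30% in size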
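RECQ1T1 50 nM; forked duplex (20 bp + 30-nt ss tails) 200 nM, ATP 2 mM final; pH 8.0, 2 mM MgCl2, 2.5 ug/ml poly(dI-dC); 15 min compound preincubation; discontinuous kinetic read over 2 h at RT.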
JMJD2E inh: qHTS Assay for Inhibitors of Human Jumonji Domain Containing 2E (JMJD2E); Lysine-specific demethylase 4E (Homo sapiens), B2RXH2; JMJD2E catalytic domain, FDH-coupled NADH fluorescence (FDH is formaldehyde dehydrogenase); Potency, µM (titrated, usually from 57.1 µM), without a hit: at the top dose activity change, negative = inhibition, actives largely listed as inhibitors; hit rate 1.6% among 230,000; AID 2147, 2009; active means well fitted inhibition curve with a large enough effect, not every such curve was filed as active; inconclusive means small, poorly fitted or top-dose-only effect, or another doubt; inactive means no such curve, though single readings can be large or run the other way;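 further: 0% = wells with enzyme and -100% = buffer wells without enzyme; nearly all actives have a fitted effect of over 50% in size; many of its hits are not listed in these tables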
RGS12 GoLoco inh: qHTS Assay for Inhibitors of RGS12 GoLoco Motif Activity (Red Fluorophore). Guanine nucleotide-binding protein G(i) subunit alpha-1 (Homo sapiens), P63096. Gai1:RGS12 GoLoco peptide FP, rhodamine, 10 min. Potency, µM (highest dose often 61.6 µM), without a hit: top-dose activity, negative = inhibition, most hits filed as inhibitors. hit rate 0.44% among 230,000. AID 880, 2007; active means well fitted inhibition curve with a large enough effect, not every such curve was filed as active; inactive means no such curve, though single readings can be large or run the other way; further: on the % scale 0 is the no-effect control and ±100 the full control effect; nearly all actives have a fitted effect of over 30% in size; many of its hits are not listed in these tables
Target sequence (P63096 whole entry, looked up): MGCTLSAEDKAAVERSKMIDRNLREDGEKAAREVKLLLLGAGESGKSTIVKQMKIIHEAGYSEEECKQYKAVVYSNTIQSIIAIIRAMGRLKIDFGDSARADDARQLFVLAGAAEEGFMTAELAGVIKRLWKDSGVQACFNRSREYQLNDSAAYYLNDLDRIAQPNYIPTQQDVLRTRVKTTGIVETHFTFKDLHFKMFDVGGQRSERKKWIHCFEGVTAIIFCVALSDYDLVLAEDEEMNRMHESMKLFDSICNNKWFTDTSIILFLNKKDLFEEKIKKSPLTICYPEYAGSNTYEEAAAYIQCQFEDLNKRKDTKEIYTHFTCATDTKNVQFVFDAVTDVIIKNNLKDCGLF
* hit, by the source's call; i = inactive; u = inconclusive; x = not tested or not shown; & = joins results of further samples; [ ] = another dose, or the depositor's remark. Unless noted, the call rests on the fitted dose curve; in most records, active means well fitted curve in the direction sought with a large enough effect; inconclusive means small, poorly fitted or top-dose-only effect, or another doubt; inactive means no such curve, though single readings can be large; an effect the other way counts as inactive or inconclusive. Potency means the concentration at half of the fitted maximal effect. The list is partial; the hit share may differ from the screen's.

cpd	molecule	TR SRC2 fluor cs	TRb SRC2 PPI	RECQ1 helicase	JMJD2E inh	ALDH1A1 inh	RGS12 GoLoco inh	Lamin A splicing	SMN2 splice enh
1	COc1ccc(OCc2n[nH]c(=S)n2-c2ccc(C)cc2)cc1	-3%	5%	i	-4%	u	6%	x	-21%
2	CCOC(=O)c1c(-c2ccccc2)cn2c(C)cc(C)nc12	-2%	-1%	i	u	u	9%	2%[46 µM]	11µM*
3	CC(C)(C#N)c1cc(Cn2cncn2)cc(C(C)(C)C#N)c1	0%&3%	2%&-1%	-1%	0%	x	1%&1%	-26%	x
4	CC(NC(=O)C1CCC(C(C)(C)C)CC1)C(c1ccccc1)N1CCOCC1 (stereo not given)	-2%	4%	-5%	0%	u	2%	u	-10%
5	Cc1c(NC(=O)COC(=O)C(c2ccc(Cl)cc2)C(C)C)c(=O)n(-c2ccccc2)n1C (stereo not given)	-4%	-10%	-2%	u	-10%	5%	u	-16%
6	COc1cc(/C=C2\SC(=S)N(CC(=O)Nc3cccnc3)C2=O)cc(OC)c1OC	5%	-6%	0%	5%	u	35%[activator]	-7%	15%
7	CN1CCS/C1=C/C=C1\SC(=S)N(CC(=O)O)C1=O	0%	1%	-6%	2%	11µM*	181%[activator]	x	x
8	CCOc1cc(C(=O)N/N=C(\C)Cc2ccc(OC)cc2)cc(OCC)c1OCC	0%	-10%	-1%	14%	2%	13%	-6%	10%
9	O=c1[nH]nc(-c2ccc(F)cc2)cc1Cc1ccccc1	1%	-2%	-2%	5%	x	7%	x	x
10	CCOC(=O)c1ccc(CNC(=O)Cn2nnc(-c3cccc(C)c3)n2)o1	-4%	-3%	-4%	-6%	7%	3%	-2%[9.22 µM]	0%
11	Cc1cc(CCN2CCC(=O)NC2=S)ccc1OC(C)C	-2%	-19%	-10%	5%	-2%	7%	8%	-12%
12	COc1cccc(C2NC(CCSC)(C(=O)O)C3C(=O)N(C(C)C)C(=O)C23)c1O (stereo not given)	0%	-11%	-10%	-6%	13%	2%	3%	-14%
13	O=c1c2c(-c3ccccc3)csc2nc2n1CCC2	5%	7%	-6%	-2%	u	2%	0%	8%
14	Cc1cnc(C(=O)OCC(=O)NC(=O)NC(C)C)cn1	0%	-13%	-8%	6%	2%	2%	-8%	10%
15	S=c1[nH]nc(-c2ccc3ccccc3n2)n1Cc1ccccc1	-2%	4%	i	-21%	6%	6%	u	4%
16	CCOc1ccc(Br)cc1/C=N/O	-1%	-11%	-7%	2%	-1%	2%	7%	7%
17	COc1ccccc1OC(C)C(=O)Nc1nc(-c2ccc(S(=O)(=O)N3CCOCC3)cc2)cs1 (stereo not given)	-1%	-1%	-18%	u	-6%	4%	u	-5%
18	O=C(CC1C(=O)NCCN1Cc1cccc(Oc2ccccc2)c1)NCCc1ccncc1 (stereo not given)	-1%	-6%	i	-10%	3%	-9%	u	x
19	O=C(c1ccco1)N1CCCN(Cc2nc(-c3cccs3)no2)CC1	-5%	5%	-13%	-21%	u	7%	x	x
20	CC(=C/c1ccc(C(C)C)cc1)/C=N/NC(=O)c1ccncc1	0%	11%	-8%	u	u	10%	u	2%[1.84 µM]
21	CCCCn1c(CN2CCN(C(=O)OCC)CC2)nc2c1c(=O)n(C)c(=O)n2C	5%	2%	i	-5%	u	11%	u	-30%
22	Cc1ccc(S(=O)(=O)N2CCC(=O)N(C(COCc3ccc(Cl)cc3)Cc3ccccc3)CC2)cc1 (stereo not given)	0%	-1%	5%	5%	u	-7%	u	-19%
23	COc1ccc(Cl)cc1-c1nc(-c2ccc(Br)o2)no1	1%	-6%	-8%	5%	-1%	9%	-5%	u
24	O=C(c1cccc(F)c1)N1CCN(C(=O)C2CC2)CC1	-2%	2%	-3%	5%	3%	-12%	-1%	7%
25	COc1ccccc1C(=O)Nc1cc2cc(Br)ccc2oc1=O	-4%	-2%	-4%	u	-2%	10%	-19%	u
26	Cc1ccc(NC(=O)C2CC(=O)n3ncnc3N2)cc1C (stereo not given)	-2%	-3%	-3%	-4%	u	-7%	u	0%
27	O=C1C2C3C=CC(C4CC34)C2C(=O)N1/N=C/c1ccc(-c2cccc([N+](=O)[O-])c2)o1 (stereo not given)	-2%	6%	i	15%	14µM*	8%	u	-23%
28	CCCC1=C(C(=O)OCC)C(c2cc(Cl)cc(OC)c2OCc2ccccc2)NC(=O)N1 (stereo not given)	-1%	1%	i	-11%	0%	-5%	14%	3%
29	O=C(c1ccco1)N1CCN(C(=O)c2oc(=O)c3ccccc3c2-c2ccccc2)CC1	-4%	7%	-2%	4%	u	7%	-9%	-16%
30	CCC(CO)NC(=O)c1ccccc1C(F)(F)F (stereo not given)	-1%	3%	14%	1%	-5%	-12%	x	x
31	O=C(Nc1nc2c(s1)C(=O)CCC2)c1ccccc1	-3%	-1%	i	-4%	u	0%	-1%	1.6µM*
32	CCN1CCN(CCCNC(=O)Cn2cc3c(n2)CCCC3)CC1	1%	-14%	-4%	-9%	4%	-16%	-1%	6%
33	COc1ccc(C=O)cc1OC(=O)C1(C)Cc2ccccc2C(=O)O1 (stereo not given)	0%	-5%	-3%	6%	5µM*	5%	x	-9%
34	Cc1ccccc1CS(=O)(=O)c1ccc(C(=O)N2CCC(C)CC2)cc1[N+](=O)[O-]	2%	1%	-1%	10%	-3%	3%	x	-18%
35	O=CNC1CCCc2c1[nH]c1ccc(Cl)cc21 (stereo not given)	0%	3%	11%	0%	-14%	-3%	1%	-33%[inhibitor]
36	C/C=C/C1=Cc2ccccc2C(CC(=O)OC)N1C(=O)OC (stereo not given)	-3%[11.2 µM]	0%[11.2 µM]	i[11.5 µM]	-11%[11.4 µM]	0%[13.5 µM]	8%[14.2 µM]	11%[9.22 µM]	-10%[9.22 µM]
37	COCCOC(=O)C1=C(C)NC2=C(C(=O)CCC2)C1c1ccc2c(c1)OCO2 (stereo not given)	0%	3%	-2%	-14%	3%	1%	-1%	18%
38	CCN1CCN(C(c2cccs2)C(C)NS(=O)(=O)c2ccc(Br)cc2)CC1 (stereo not given)	-2%	8%	-14%	4%	-1%	3%	11%	-6%
39	CCOc1cccc(C(=O)Nc2cccnc2)c1	-2%	-2%	-11%	6%	14%	5%	6%	8%
40	COc1ccc(/C=N/n2cnnc2SCc2ccc(OC)cc2)cc1	-1%	1%	0%	2%	0%	12%	13%	-5%
41	COc1ccccc1-c1c(C(F)(F)F)oc2cc(OCC(=O)Nc3ccccc3C(F)(F)F)ccc2c1=O	1%	7%	-2%	11%	-2%	2%	-7%	-1%
42	CC1=NN(c2ccccc2)C(=O)C1N=Nc1ccc(S(N)(=O)=O)cc1 (stereo not given)	-3%	2%	-1%	-14%	14%	2%	x	x
43	O=C(Nc1ccc(Cc2ccncc2)cc1)C1CCC(N2C(=O)C3CCCCC3C2=O)CC1 (stereo not given)	-2%	3%	-15%	-2%	-6%	10%	-3%[46 µM]	-41%[inhibitor]
44	COc1ccc(CCNC(=O)CSc2ccc(-c3ccco3)nn2)cc1OC	-3%	2%	i	-10%	u	2%	x	-1%
45	COc1ccc(/C=N/N2C(=O)C3C4C=CC(C4)C3C2=O)cc1[N+](=O)[O-] (stereo not given)	2%	-3%	i	1%	u	-12%	x	10%
46	COC(=O)CN(C(=S)Nc1ccc(Cl)cc1)C1CC(=O)N(c2ccc(OC)cc2)C1=O (stereo not given)	-4%	-1%	-2%	-4%	15%	-3%	8%	-13%
47	Cc1cc(NC(=O)CCC(=O)N(CCC(C)C)C(C(=O)NC2CCCC2)c2cccnc2)no1 (stereo not given)	-2%	0%	-13%	5%	6%	-8%	1%	-2%
48	COc1ccc(NS(=O)(=O)c2cc(OC)ccc2NC(=O)c2cc(C)oc2C)cc1	-5%	0%	-4%	1%	3.2µM*	16%	u	u
49	C/C(=N\NC(=O)c1ccncc1)c1cc2ccccc2o1	0%	1%	17%	-2%	-1%	5%	0%[46 µM]	15%
50	Cc1cccc(NC(=O)N2CCCC2C(=O)NCc2cccs2)c1 (stereo not given)	-1%	2%	-11%	16%	-2%	6%	-4%	-6%
51	COc1ccc(NC(=O)CSc2cccc3cccnc23)c(OC)c1	1%	6%	i	2%	6%	12%	-6%	-1%
52	CCn1cc(Br)c(C(=O)Nc2cccc(Cl)c2)n1	2%	13%	i	-4%	-5%	-3%	3%	11µM*
53	CCOc1ccc(NC(=O)CC2C(=O)N(c3cccc(OC)c3)C(=O)N2C(C)C)cc1 (stereo not given)	-3%	-3%	i	4%	-2%	-1%	x	x
54	CCc1nn2c(=O)cc(COc3ccc(/C=C4\C(=N)N5N=C(C)SC5=NC4=O)cc3)nc2s1	0%	-2%	u	u	8.9µM*	9%	x	-16%
55	COc1ccc2[nH]c(O)c(NC(C)=O)c2c1	-1%	3%	-8%	0%	1%	-4%	-10%	20%
56	CCOC(=O)N1CCN(C(=O)Cn2c(=O)sc3ccccc32)CC1	0%	1%	i	3%	-6%	7%	-1%	-8%
